# Coupling enz: counter-screen for Giardia aldolase inhibitors: coupling enzyme system | coupling enzyme system counterscreen, AmpLite Red fluorescence | activity change, negative = inhibition, % at 58.2 µM, hits read low | 0.67% of 290,000 active | AID 2472; in the data active means activity change below about -30%; further: on the % scale 0 is the no-effect control and ±100 the full control effect
#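 Fluorescence at 525 nm excitation and 598 nm emission measured inhibition of the coupled detection system without aldolase. Compounds (at 57.5 uM final) were preincubated 10 min at room temperature with coupling enzyme reagent before a 20 min substrate/AmpLite Red step.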
# TSG101-PTAP inh: blocks PTAP/TSG101 interaction to inhibit HIV-1 budding; Fluorescence polarization, FITC-PTAP peptide / Tsg101 binding; Potency, µM (top dose mostly 115 µM), for the others: at the highest dose activity change, negative = inhibition, most hits filed as inhibitors; 340,000 tested, under 10 active; AID 493005; active means well fitted inhibition curve with a large enough effect in the main read-out, with a control signal flat, not every such curve was filed as active; inconclusive means small, poorly fitted or top-dose-only effect, or effect the other way, or a change in a side signal; inactive means no such curve, though single readings can be large or run the other way; further: potency means the concentration at half of the fitted maximal effect; % of control where 0% means no effect
#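 Compounds were pin-transferred onto Tsg101 binding domain (10 uM final) in HEPES pH 7.5 buffer, then FITC-PTAP peptide was added at 50 nM final. After 20 min at RT, polarization reported peptide displacement across a qHTS concentration series.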
# GALK inh: inhibitors of human galactokinase; P51570; Purified GALK, Kinase-Glo residual ATP luminescence; Potency, µM (series often up to 57.5 µM), for the others: at the top dose activity change, negative = inhibition, actives largely listed as inhibitors; 0.007% of 270,000 active; AID 1868; further: potency means the concentration at half of the fitted maximal effect; on the % scale 0 is the no-effect control and ±100 the full control effect
#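 Luminescence from leftover ATP (Ultra-Glo luciferase/luciferin) served as read-out after a 1 h room-temperature reaction of 5 nM GALK with 35 uM ATP and 100 uM galactose.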
# BCR signal inh: blocks chronic active B-cell receptor signaling. AID 493014. 0.05% of 340,000 active. Potency, µM (highest dose often 46.1 µM), inactives show at the top dose ratio change, negative = lower green/red ratio, usual class: inhibitors. ABC-DLBCL IkBa-CBG/CBR reporter, luminescence ratio, 4 h; active means well fitted inhibition curve with a large enough effect in the signal ratio, with a control signal flat, not every such curve was filed as active; inconclusive means small, poorly fitted or top-dose-only effect, or effect the other way, or a change in a side signal; the % refers to the signal ratio;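 further: potency means the concentration at half of the fitted maximal effect; plate controls were basal doxycycline-induced cells for no effect and cells given 10 µM MG132 for full effect; MG132 reads +100%, hits lower the ratio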
#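 TMD8 ABC-DLBCL cells carrying doxycycline-inducible green luciferase fused to IkappaBalpha plus unfused red luciferase were exposed to compounds (up to 46 uM) for 4 hrs at 37C. Activity came from the overlap-corrected green/red luminescence ratio.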
# B2AR arrestin: recruits beta-arrestin to the human beta2-adrenergic receptor; P07550; beta-arrestin recruitment to beta2AR, cell-based reporter; Potency, µM (titrated, usually from 46.1 µM), without a hit: at the top dose activation, actives largely listed as activators; 0.02% of 330,000 active; AID 492947;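 further: potency means the concentration at half of the fitted maximal effect; 0% = DMSO controls and full agonism = EC100 isoproterenol or metaproterenol; nearly all actives have a fitted effect of over 65% in size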
# Giardia kill: kills Giardia lamblia; Giardia lamblia trophozoite viability; activity change, % at 7.66 µM, hits read low; AID 540267; 0.15% of 340,000 active; in the data active means activity change below about -80%; inconclusive means between about -30% and that limit;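 further: parasites exposed to compound for two days anaerobically before the ATP read; on the % scale 0 is the no-effect control and ±100 the full control effect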
#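 Compounds were tested on trophozoites seeded at 100 cells/well and held 48 hrs at 37 deg C anaerobically. An ATP-based luminescent kit measured the remaining live cells.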
# PKM2 act: increases activity of human pyruvate kinase M2. P14618. purified PKM2, Kinase-Glo ATP luminescence, activation; response scale: 0% is enzyme alone, no compound. Potency, µM (doses to about 57.5 µM), without a hit: top-dose activation, hits mostly activators. 0.34% of 260,000 active. AID 1631; further: potency means the concentration at half of the fitted maximal effect; on the % scale 0 is the no-effect control and ±100 the full control effect; nearly all actives have a fitted effect of over 55% in size
# Target sequence (P14618 whole entry, looked up): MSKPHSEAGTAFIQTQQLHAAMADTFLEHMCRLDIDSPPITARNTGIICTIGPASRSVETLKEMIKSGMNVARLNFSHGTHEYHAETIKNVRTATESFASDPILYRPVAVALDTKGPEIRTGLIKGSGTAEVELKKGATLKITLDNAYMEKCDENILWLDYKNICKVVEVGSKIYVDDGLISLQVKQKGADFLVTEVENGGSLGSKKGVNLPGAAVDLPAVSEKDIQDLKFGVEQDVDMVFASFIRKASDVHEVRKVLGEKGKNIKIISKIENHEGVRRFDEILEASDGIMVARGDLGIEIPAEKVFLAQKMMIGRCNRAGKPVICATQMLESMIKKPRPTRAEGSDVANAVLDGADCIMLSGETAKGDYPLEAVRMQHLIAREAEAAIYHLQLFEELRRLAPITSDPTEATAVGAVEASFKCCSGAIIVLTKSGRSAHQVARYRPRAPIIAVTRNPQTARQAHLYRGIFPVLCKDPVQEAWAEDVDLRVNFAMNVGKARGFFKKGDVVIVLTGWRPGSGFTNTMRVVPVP
#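 Purified hPK-M2 (>95% pure) converted ADP (0.1 mM final) to ATP with 0.5 mM PEP in 50 mM imidazole pH7.2, KCl, MgCl2, Tween 20, BSA; 1 h at room temperature. ATP detected by Kinase-Glo luminescence.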
# Menin MLL FP TR: menin-MLL binding inhibition, Texas Red mutant peptide; Menin + Texas Red MLL mutant peptide, fluorescence polarization; AID 1768; O00255; Potency, µM (highest dose often 61.6 µM), inactives show at the top dose FP activity change, negative = inhibition, most hits filed as inhibitors; 0.23% of 270,000 active; active means well fitted inhibition curve with a large enough effect in the polarisation, with a control signal flat, not every such curve was filed as active; inconclusive means small, poorly fitted or top-dose-only effect, or effect the other way, or a change in a side signal; inactive means no such curve, though single readings can be large or run the other way; the % refers to the polarisation; further: potency means the concentration at half of the fitted maximal effect; % of control where 0% means no effect; many of its hits are not listed in these tables
# Target sequence (O00255 whole entry, looked up): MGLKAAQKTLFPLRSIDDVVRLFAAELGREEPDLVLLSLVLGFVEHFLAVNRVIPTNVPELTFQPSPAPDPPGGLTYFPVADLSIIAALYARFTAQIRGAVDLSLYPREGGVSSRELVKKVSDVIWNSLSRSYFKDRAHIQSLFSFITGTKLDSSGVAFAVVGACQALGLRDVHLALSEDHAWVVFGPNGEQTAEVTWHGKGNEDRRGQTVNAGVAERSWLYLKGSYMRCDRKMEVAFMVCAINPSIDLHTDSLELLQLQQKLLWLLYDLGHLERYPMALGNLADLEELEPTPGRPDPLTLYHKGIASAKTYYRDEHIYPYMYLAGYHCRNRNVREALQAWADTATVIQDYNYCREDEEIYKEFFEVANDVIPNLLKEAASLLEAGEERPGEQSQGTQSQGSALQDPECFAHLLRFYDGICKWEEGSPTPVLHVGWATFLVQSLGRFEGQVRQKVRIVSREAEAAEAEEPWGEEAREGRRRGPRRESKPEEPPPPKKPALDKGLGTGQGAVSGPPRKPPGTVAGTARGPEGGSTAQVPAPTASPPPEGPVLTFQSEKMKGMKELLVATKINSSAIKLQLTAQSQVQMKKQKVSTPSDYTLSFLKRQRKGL
# ASM inhibitor: human S-ASM enzyme inhibition. Potency, µM (series often up to 57.5 µM), inactives show at the highest dose activity change, negative = inhibition, most hits filed as inhibitors. placental ASM, HMU-PC fluorogenic substrate, 60 min. P17405. 0.006% of 340,000 active; further: potency means the concentration at half of the fitted maximal effect
#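 qHTS format. ASM enzyme prepared from human placenta hydrolyses the fluorogenic substrate HMU-PC0 (9 uM final) over 60 min at 37 °C after a 10 min compound preincubation.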
# a7 integrin act: activates integrin-mediated alleviation for muscular dystrophy; alpha7betagal myoblasts, beta-gal FDG fluorescence, 48 h; Potency, µM (highest dose often 38.3 µM), for inactives: at the highest dose activation, actives largely listed as activators; 0.064% of 350,000 active;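 further: potency means the concentration at half of the fitted maximal effect; 100% = response of the positive control SU9516; nearly all actives have a fitted effect of over 60% in size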
#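 alpha7betagal+/- myoblasts (passage 13, 250/well) treated 48 h at 37C with compounds at 1:260 dilution of DMSO stock. Lysed, then beta-galactosidase activity read as FDG fluorescence (ex 480/em 540) after 30 min, with pre-read for autofluorescence.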
# Tb PFK block: inhibitors of T. brucei phosphofructokinase; 0.17% of 330,000 active; Potency, µM (titrated, usually from 57.5 µM), inactives show top-dose activity, negative = inhibition, hits mostly inhibitors; T. brucei PFK, ADP-Glo luminescence; AID 485367;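 further: potency means the concentration at half of the fitted maximal effect; 0% = uninhibited 1x PFK enzyme wells and -100% = no-enzyme wells; nearly all actives have a fitted effect of over 60% in size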
#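 1.25 nM PFK with 0.5 mM F6P and 0.1 mM ATP in 0.1 M TEA pH 8.0, 5 mM MgCl2, incubated 45 min at room temperature; ADP measured by ADP-Glo luminescence; compounds titrated up to 57 uM.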
# Starred values were filed as active, the others as inactive; ? = inconclusive; · = no result given; [ ] = remark or other dose. Unless noted, the call rests on the fitted dose curve; in most records, active means well fitted curve in the direction sought with a large enough effect; inconclusive means small, poorly fitted or top-dose-only effect, or another doubt; inactive means no such curve, though single readings can be large; an effect the other way counts as inactive or inconclusive. This is a subset; the hit share may differ from the screen's.
SMILES,Coupling enz,TSG101-PTAP inh,GALK inh,BCR signal inh,B2AR arrestin,Giardia kill,PKM2 act,Menin MLL FP TR,ASM inhibitor,a7 integrin act,Tb PFK block
CN1CCN(C(=S)C(=O)NCc2ccccc2)CC1,2,-2%,0%,2%,-0.1%,-2,2%,-11%,-1%,-54%[inhibitor],-1%
CC1(C)Cn2c(nnc2-c2ccccc2)S1,2,-1%,4%,-2%,-1.1%,8,10%,1%,1%,18%,-3%
COc1ccccc1N(CC(=O)NCc1ccco1)C(=O)CCC(=O)Nc1ccccn1,2,4%,1%,12%,-0.6%,-5,-1%,-2%,-1%,0%,4%
COc1cccc(NC(=O)C(C)OC(=O)c2n[nH]c3ccccc23)c1 (centres undefined),·,-5%,·,-5%,0.7%,-5,·,·,-6%,13%,4%
COc1cc(NC(=O)Cn2nc(Cc3cccnc3)c3ccccc3c2=O)cc(OC)c1OC,-2,-2%,0%,-12%,-0.7%,8,-3%,-8%,-3%,-11%,3%
CCCCNC(=O)NNc1nc(Cl)cc(C)c1C#N,0,2%,7%,0%,0.0%,1,-6%,-4%,0%,-2%,-10%
O=C(NC(NC(=S)Nc1ccccc1C(=O)O)C(Cl)(Cl)Cl)c1ccccc1 (centres undefined),1,-2%,0%,-6%,0.1%,0,-8%,?,2%,1%,-4%
Oc1c(Cl)cc(Cl)c2c1NCCC2,-48*,-2%,0%,-21%,-1.7%,-1,13%,36%[activator],0%,-13%,-16%
O=C(NCCc1ccc(Cl)cc1)C1CCCN1C(=O)Nc1ccccc1 (centres undefined),-1,-5%,3%,-4%,-1.1%,-9,-4%,1%,-1%,?,-2%
Cc1ccccc1C(=O)NCC(=O)OC1CCCCC1=O (centres undefined),·,-2%,·,-3%,0.3%,-9,·,·,5%,12%,-5%
COc1ccc(NC(=S)c2ccccc2)cc1,0,-3%,1%,1%,-0.9%,-13,-7%,-1%,1%,13%,-4%
CCSc1nc(C)c(CC)c(C)c1C(N)=O,0,0%,1%,1%,-0.2%,-19,1%,-16%,0%,7%,-1%
CN(C)C(=O)CCc1ccc2c3c([nH]c2c1)[C@]1(CCC2CCCC2)[C@@H](C(=O)N2CCOCC2)C[C@H](CC(=O)NCc2ccco2)C(=O)N1CC3,·,-7%,·,-1%,0.1%,-8,·,·,2%,7%,3%
C#CCN(CC=C)C(=O)c1ccc(OC2CCN(S(=O)(=O)N(C)C)CC2)cc1,2,0%,4%,-12%,-0.1%,-12,-5%,-20%,-1%,3%,-2%
Cc1ccc(-c2nn(-c3ccccc3)cc2C=C2C(=O)CC(C)(C)CC2=O)cc1,-2,-6%,2%,?,-0.1%,-6,1%,46%[activator],-9%,2%,-6%
NC12CC3CC(C1)CC(CO)(C3)O2,2,-3%,8%,-1%,0.1%,4,6%,8%,2%,-13%,-7%
O=C(CNS(=O)(=O)c1ccccc1F)Nc1ccc(N2CCOCC2)cc1,0,-3%,-4%,3%,0.0%,26,-2%,-3%,2%,9%,1%
CCCNS(=O)(=O)c1ccc(CCC(=O)Nc2ccc3c(c2)OCO3)cc1,0,-6%,4%,3%,-0.7%,?,8%,-1%,-2%,-3%,-1%
Cc1ccc(NC(=O)COC(=O)c2ccnn2C)cc1,4,-5%,-7%,0%,-0.1%,-11,-5%,-5%,5%,-15%,1%
COc1ccc(N(CC(=O)NCc2ccccc2)C(=O)Cn2nnc(-c3ccccc3F)n2)cc1OC,-5,4%,2%,-1%,0.0%,-23,1%,-10%,6%,-34%,-8%
O=C(NCCc1ccccc1)C1CCN(C(=O)N2CCOc3ccccc32)CC1,0,-3%,·,?,-0.2%,7,-3%,-4%,-1%,-4%,-3%
Cc1nnc(NC(=O)C2CCCCC2)s1,3,-4%,0%,11%,0.2%,6,-2%,9%,0%,-10%,-1%
O=C(O)c1ccc(N/N=C/c2cc3ccccc3nc2Cl)cc1,4,-9%,-1%,?,-1.1%,4,6%,·,23%,-26%,?
CCCc1nn(C)c(C(=O)Nc2ccc(C)c(C)c2)c1Cl,1,-1%,-2%,1%,-0.2%,9,-1%,-10%,-2%,-17%,-6%
CC(C)Nc1ccc(-n2nc3ccccc3[n+]2[O-])cc1,0,-2%,0%,?,-0.4%,-19,·,-24%,20%,7%,0%

# More compounds.
SMILES,Coupling enz,TSG101-PTAP inh,GALK inh,BCR signal inh,B2AR arrestin,Giardia kill,PKM2 act,Menin MLL FP TR,ASM inhibitor,a7 integrin act,Tb PFK block
Cc1cccc(C)c1OC(=O)Cc1ccccc1[N+](=O)[O-],4,-2%,5%,?,0.4%,4,·,28%,-1%,-29%,3%
CC1C(=O)Nc2ccc(S(=O)(=O)N3CCN(c4cccc(C(F)(F)F)c4)CC3)cc2NC1=O (centres undefined),6,-16%,7%,-16%,-0.1%,-9,·,47%[activator],-2%,-10%,0%
CC(C)(c1ccccc1)c1ccc(OCCN2CCCC2)cc1,1,-12%,-3%,-1%,0.0%,3,0%[11.5 µM],?,-2%,-47%[inhibitor],-11%
COc1ccc(C(=O)OCC(=O)c2ccc3[nH]c(=O)[nH]c3c2)c(OC)c1OC,·,-4%,·,?,0.2%,33[activator],·,·,-3%,-2%,-3%
CNC(=O)c1cc2c(ccc3ccccc32)o1,-2,-9%,10%,-7%,0.7%,4,-13%,-10%,-2%,-5%,3%
CCC(=O)c1ccc(OCC(=O)N(Cc2nnc(-c3ccccc3Cl)o2)C2CC2)cc1,·,-2%,·,-6%,0.1%,5,·,·,-2%,-35%,1%
Cc1cccc(C(=O)O/N=C(\N)c2ccccn2)c1,-3,-2%,18%,?,-0.3%,-3,-57%,11%,17%,26%,-21%
C[C@@H]1COC(=O)[C@H](CC(=O)OC(C)(C)C)C/C=C\C[C@H](CC(=O)N(CCO)Cc2ccccc2)C(=O)N1,·,·,·,2%,-0.8%,-1,·,·,6%,0%,5%
CC1CCCN(c2ccc(C(=O)OCn3nnc4ccccc4c3=O)cc2[N+](=O)[O-])C1 (centres undefined),8,-6%,-1%,9%,0.0%,0,-1%,0%,-13%,-15%,?
CN(CC(=O)NC1CCCC1)S(=O)(=O)c1cnc[nH]1,1,-8%,4%,10%,0.6%,2,-8%,-13%,4%,14%,0%
COc1ccc(NC(=O)CS(=O)(=O)c2cn(CC(=O)N3CCOCC3)c3ccccc23)cc1OC,·,-3%,-4%,?,0.2%,-5,8%,·,4%,0%,-16%
Cc1cccc(C)c1OCC(=O)Nc1ncn[nH]1,-1,-5%,-3%,?,0.1%,0,1%,7%,5%,-2%,-4%
Cc1cc(N2CCN(c3ccc(F)cc3)CC2)nc(-c2ccccc2)n1,4,0%,-4%,?,-0.8%,-9,-3%,-19%,-9%,23%,2%
COc1ccccc1C(=O)COC(=O)c1cccc(S(=O)(=O)N2CCCC2)c1,·,-1%,3%,-11%,-0.3%,1,-1%,·,-2%,24%,0%
CCCC(=O)Nc1cccn(Cc2ccccc2Br)c1=O,-6,3%,-1%,2%,-1.3%,5,-3%,1%,-2%,22%,1%
Cc1ccc(C)c(NNC(N)=S)c1,0,-1%,4%,9%,0.0%,3,2%,-1%,4%,-10%,-3%
CCOC(=O)CC(NC(=O)c1ccccc1)c1ccc(OC)cc1 (centres undefined),1,-1%,0%,-11%,-0.2%,15,2%,-3%,-1%,18%,1%
CN(C)/C=N/NC(=O)C1Cc2c(ccc3ccccc23)O1 (centres undefined),3,-6%,9%,-1%,0.3%,6,·,18%,0%,-12%,3%
Cc1cccc(CC2S/C(=N/c3ccccn3)NC2=O)c1 (centres undefined),1,-7%,0%,?,0.2%,22,2%,5%,-1%,-38%,-2%
c1ccc(Cc2cc[n+](Cc3ccccc3)cc2)cc1,0,-8%,12%,-11%,-0.4%,4,13%,-14%,-3%,-32%[inhibitor],-5%
Nc1ncnc2c1ncn2CCN1CCCCC1,2,-1%,1%,7%,0.0%,3,-11%,10%,6%,6%,11%
CCc1[nH]c(C(=O)O)c(C)c1C(=O)OC,4,-7%,·,12%,-0.5%,?,0%,·,1%,10%,0%
CCOc1ccc(C2C3=C(CCCC3=O)N(CC(=O)O)C3=C2C(=O)CCC3)cc1,-8,-3%,7%,-1%,0.5%,11,-1%,-5%,·,12%,-6%
CCOC(=O)CC(=O)CSc1nc(C)cc(-c2cccnc2)c1C#N,-3,-6%,-2%,?,0.1%,16,4%,?,5%,?,-4%
Cn1c(SCC(=O)N2CCOCC2)nnc1-c1ccco1,3,1%,4%,6%,0.0%,8,·,·,7%,?,0%
O=C(CS(=O)CC(=O)Nc1ccc(Cl)cc1)NCC1OCCc2ccccc21 (centres undefined),4,-4%,-1%,?,0.0%,-10,10%,-16%,2%,-17%,4%
O=C(c1cccc(S(=O)(=O)Nc2ccccc2Cl)c1)N1CCC1,·,-1%,·,11%,0.1%,-27,·,·,2%,-24%,0%

# Source: PubChem BioAssay (National Center for Advancing Translational Sciences (NCATS))
